Neddylation inh: cullin neddylation inhibition; P61081+Q13564; TR-FRET cullin neddylation, biochemical; calls only at 25 µM; AID 651699; 0.58% of 360,000 active; in the data active means inhibition above about 36%
FAS-TE inh: inhibitors of human fatty acid synthase thioesterase domain; P49327; recombinant FAS-TE, OMFH fluorogenic substrate, fluorescence endpoint; inhibition, % at 15 µM; 0.67% of 360,000 active;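 active means compounds whose normalised, plate-corrected inhibition of enzyme fluorescence in the single-dose primary screen is 50% or more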;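 further: 0% = DMSO with enzyme and 100% = substrate without enzyme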
PABP1 MLLE inh: blocks PAM2 peptide binding to the PABP1 MLLE domain | inhibition, % at 20 µM | 0.36% of 360,000 active | P11940 | GST-MLLE / FITC-PAM2 fluorescence polarization; in the data active means inhibition above about 35%, passing the limit was not always enough;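 further: plate controls were DMSO wells with GST-MLLE for no effect and wells lacking GST-MLLE protein for full effect; some results filed as inactive read as strong as hits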
SKN-1 inh: C. elegans SKN-1 inhibition; C. elegans VP596 Pgst-4::GFP/RFP ratio, acrylamide-induced, 24 h; inhibition, % at 21.8 µM; 0.49% of 360,000 active; AID 624304;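 active means interference check ratio from 0.5 to 1.5 plus GFP to RFP signal ratio inhibition reaching or exceeding a fixed threshold, cut at about 30% in these data, passing the limit was not always enough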; further: some compounds called inactive have numbers as strong as hits
NRP1-CendR mod: modulators of CendR peptide binding to human neuropilin-1; inhibition, % at 25 µM; FAM-RPARPAR peptide binding to NRP-1, fluorescence polarization; AID 602438; O14786; 0.85% of 360,000 active;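 active means inhibition or corrected inhibition above about 18%, plus a signal ratio from 0.5 to 1.5, limit read from the data, passing the limit was not always enough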; further: strong numbers were not always called active
Rin1 Abl inh: human Rin1-Abl interaction inhibition; 0.4% of 360,000 active; inhibition, % at 7.35 µM; P00519+Q13671; TR-FRET Rin1/Abl binding, biochemical; in the data active means inhibition above about 5%, passing the limit was not always enough
MT1-MMP act inh: inhibitors of human MT1-MMP activation; P50281; HT1080 RFP-PRO-GFP cells, GFP/RFP ratio fluorescence, overnight; percent of plate control window, DMSO zero; GFP/RFP ratio change, % at 20 µM; 0.061% of 360,000 active; AID 651647;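 active means GFP/RFP ratio change of at least 30% with cell ATP level not reduced by more than half and red fluorescence within 50% of control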; further: strong numbers were not always called active
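Assay system: RFP-PRO-GFP reporter HT1080 cells; read-out basis: GFP/RFP fluorescence ratio; benchmarks: DMSO wells and RFP-L50D-GFP cells; doses: 20 µM single dose, 1% DMSO; schedule: overnight cell settling, then overnight compound exposure, 37 °C, 5% CO2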
MsrA act: activators of bovine methionine sulfoxide reductase A | purified bovine MsrA, absorbance read-out | activation, % at 10.6 µM | 0.3% of 360,000 active; in the data active means activation above about 7.5%;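 further: 0% = vehicle and 100% = reference activator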
E coli Lon inh: inhibitors of E. coli Lon protease | P0A9M0 | purified E. coli Lon protease, fluorescence polarization | inhibition, % at 7.94 µM | 0.42% of 360,000 active | AID 602123; in the data active means inhibition above about 13%, passing the limit was not always enough;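 further: 0% = enzyme with probe and DMSO and 100% = no enzyme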
Target sequence (P0A9M0 whole entry, looked up): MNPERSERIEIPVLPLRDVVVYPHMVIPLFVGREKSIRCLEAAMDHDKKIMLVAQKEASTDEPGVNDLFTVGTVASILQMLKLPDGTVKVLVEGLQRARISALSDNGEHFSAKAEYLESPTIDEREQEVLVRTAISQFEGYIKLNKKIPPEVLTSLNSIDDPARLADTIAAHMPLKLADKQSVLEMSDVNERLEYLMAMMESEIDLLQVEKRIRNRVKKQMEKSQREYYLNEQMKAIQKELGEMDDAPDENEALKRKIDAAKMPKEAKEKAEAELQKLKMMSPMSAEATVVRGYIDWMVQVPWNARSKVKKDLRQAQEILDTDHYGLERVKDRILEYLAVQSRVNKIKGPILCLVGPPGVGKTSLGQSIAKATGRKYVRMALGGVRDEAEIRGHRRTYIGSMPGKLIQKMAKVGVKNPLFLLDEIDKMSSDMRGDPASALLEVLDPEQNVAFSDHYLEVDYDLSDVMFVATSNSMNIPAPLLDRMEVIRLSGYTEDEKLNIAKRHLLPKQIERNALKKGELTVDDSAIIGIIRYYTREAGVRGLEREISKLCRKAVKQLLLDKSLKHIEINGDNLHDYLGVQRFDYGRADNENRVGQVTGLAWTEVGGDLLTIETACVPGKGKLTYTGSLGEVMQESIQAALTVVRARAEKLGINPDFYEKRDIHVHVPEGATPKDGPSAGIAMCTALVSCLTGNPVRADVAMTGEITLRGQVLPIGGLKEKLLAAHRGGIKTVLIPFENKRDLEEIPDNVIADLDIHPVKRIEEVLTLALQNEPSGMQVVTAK
The depositor's hits bear a star; i = inactive; / = not tested or not shown.

SMILES	Neddylation inh	FAS-TE inh	PABP1 MLLE inh	SKN-1 inh	NRP1-CendR mod	Rin1 Abl inh	MT1-MMP act inh	MsrA act	E coli Lon inh
CC(C)CC(OC(=O)c1nsc(Cl)c1Cl)C(=O)NC1CCCC1 (stereo not drawn)	i	4.3	5.1	12.1	5.2	-0.8	2.5	-2.0	-1.1
Cc1cc(SCC(=O)N/N=C/c2ccco2)nc2ccccc12	i	3.4	1.1	3.7	-5.4	0.8	0.2	-1.5	3.4
CCOC(=O)Cc1csc(NC(=O)CN2C(=O)c3ccccc3S2(=O)=O)n1	i	-12.8	16.0	-3.8	5.7	0.8	-2.4	-3.1	3.4
Cc1ccc(-c2nc(Nc3ccc(O)cc3)c3ccccc3n2)cc1	i	19.0	-4.8	13.2	4.3	1.3	-6.6	0.4	-6.5
CCC(C)(C)n1nnnc1C(c1ccc(OC)c(OC)c1)N1CCN(c2ccc(F)cc2)CC1 (stereo not drawn)	i	8.4	6.8	-0.3	16.1	3.0	1.9	-1.8	-11.1
O=C(c1ccc(Br)s1)N1CCN(S(=O)(=O)c2ccccc2)CC1	i	5.0	5.1	6.1	11.3	-1.9	-4.6	-2.2	-5.2
O=C(Nc1ccccn1)c1cccc(S(=O)(=O)N2CCc3ccccc3C2)c1	i	12.0	-12.1	-5.2	-4.6	0.8	1.4	-0.9	2.6
CCCN1CCN(C(=O)C2CCN(c3ncnc4c3nc3n4CCCCC3)CC2)CC1	i	-1.4	-11.6	13.6	8.0	1.5	-1.4	-3.1	-7.6
CC(Sc1nnnn1C1CC1)C(=O)N1c2ccccc2NC(=O)C1(C)C (stereo not drawn)	i	-7.6	8.7	7.8	25.6*	0.2	-0.3	-1.8	1.7
Cc1c(NC(=S)N/N=C/c2cccc(O)c2)c(=O)n(-c2ccccc2)n1C	i	-8.1	26.5	0.7	5.5	1.9	3.3	-4.5	-9.4
CC(=O)N1c2ccc(S(=O)(=O)N3CCCC3)cc2CC1C(=O)NC(C)C (stereo not drawn)	i	-4.4	9.5	4.4	5.2	7.2	-2.5	-5.4	2.5
O=C(CCCSc1nnc(Nc2ccccc2F)s1)N1CCOCC1	i	-1.8	-20.5	-2.2	2.3	2.1	2.0	-3.1	0.1
CCN(CC)S(=O)(=O)c1cccc(S(=O)(=O)N2CCCCC2)c1	i	4.0	6.0	-6.9	1.3	0.8	-5.1	-4.4	-8.8
COc1cc(/C=C/c2c([N+](=O)[O-])c(=O)n(C)c(=O)n2C)cc(OC)c1OC	i	0.2	-0.6	-7.9	-2.1	0.6	-10.7	-4.8	-4.5
Cc1nc(Nc2nc3ccccc3o2)nc(C)c1C	i	-8.0	10.6	2.8	0.8	3.7	3.1	-7.8	-0.4
CCC1(c2ccccc2)NC(=O)N(CC(=O)Nc2cccc(S(=O)(=O)N3CCCCC3)c2)C1=O (stereo not drawn)	i	5.7	-14.3	6.9	8.0	-1.8	2.7	-0.6	-7.1
CCOc1ccccc1N1CCN(C(=O)CSc2ccc3c(c2)OCCO3)CC1	i	3.0	17.7	-4.4	-8.2	3.0	3.9	-2.5	-6.0
CCn1c(SCC(=O)NCc2ccc3c(c2)OCO3)nnc1-c1c[nH]c2ccccc12	i	-3.8	-3.0	6.4	21.0	-3.6	-3.2	1.0	4.7
O=C(Nc1cccc(Cl)c1)OCCOCCOC(=O)Nc1cccc(Cl)c1	i	32.0	4.7	11.9	-20.7	2.9	2.2	1.2	-3.5
CCc1ccc2nc(Nc3ccc(OC)cc3OC)c(C#N)cc2c1	i	19.0	-20.1	4.3	-20.4	-0.7	-6.0	-4.8	-14.5
COc1cc2c(cc1OC)[C@H](Cc1ccc(O)cc1)NCC2	i	-8.5	-20.5	-17.1	11.0	0.3	1.8	-4.3	0.7
CCOC(=O)C1C(C)N=C2SCC(=O)N2C1c1cccc(Br)c1 (stereo not drawn)	i	-15.4	-16.4	-21.9	-0.2	-5.1	10.0	7.4	-2.5
O=C(NCc1ccco1)/C(=C\c1ccco1)NC(=O)c1ccco1	i	-6.1	11.7	-19.0	-9.7	-0.6	-6.7	-4.0	1.9
Cc1cc(C)nc(/N=C2\NC(=O)CC(C(=O)O)N2c2ccc(Cl)cc2Cl)n1 (stereo not drawn)	i	-3.8	2.3	6.3	8.1	1.8	2.2	-0.3	2.6
Cc1ccc(C)c(OCc2cc(C(=O)N3CCNC(=O)C3)no2)c1	i	-5.5	4.9	13.8	8.1	4.6	0.6	-2.5	-13.8
CCOC(=O)[C@]12CCC=C1N(Cc1ccco1)C(=O)[C@H](CC(=O)N1CCSCC1)C2	i	-2.8	/	3.3	-32.2	/	1.3	-9.6	4.2
NS(=O)(=O)c1ccc(CCNC(=O)CSc2nc3c(sc(=S)n3-c3ccccc3)c(=O)[nH]2)cc1	i	-0.6	-4.7	6.6	-4.7	-1.4	1.4	-1.0	15.8
CCN(CC)S(=O)(=O)c1ccc(Cl)c(NC2=NCCCCC2)c1	i	-3.6	9.5	-1.3	-12.8	4.0	2.4	0.2	-3.8
COC(=O)c1cc(NCc2ccc3c(c2)OCO3)ccc1N1CCOCC1	i	2.8	0.4	6.2	-3.9	0.0	1.4	-5.6	4.2
CCOC(=O)C1Cc2c([nH]c3ccccc23)C(C)N1 (stereo not drawn)	i	-6.9	-3.1	-2.5	-15.9	1.2	3.8	-2.1	-2.5
CCCn1c(N)c(C(=O)COC(=O)CCNS(=O)(=O)c2ccccc2F)c(=O)[nH]c1=O	i	-1.5	-2.2	-12.4	-13.0	0.8	-2.1	-10.2	-3.2
COc1ccc(OCCCC(=O)Nc2nc(C)c(C(C)=O)s2)cc1	i	-3.8	-4.2	-11.3	-13.8	-8.8	5.5	2.6	2.1
O=C1C2CCCN2C(=S)N1Cc1ccccc1 (stereo not drawn)	i	-2.9	10.1	2.3	17.1	-2.7	3.3	0.9	-10.8
CCC(Oc1ccccc1)C(=O)Nc1nnc(S(=O)(=O)N2CCCC2)s1 (stereo not drawn)	i	2.7	-62.5	32.7	0.8	-2.8	-1.1	-2.4	14.0
O=C(COC(=O)Cc1ccc(S(=O)(=O)N2CCOCC2)s1)NCCc1ccccc1	i	-4.2	-32.3	-2.2	-39.7	0.1	4.3	-2.5	-6.4
Cc1ccc(C(=O)Nc2nc(-c3ccc(F)cc3)cs2)o1	i	21.0	-10.5	35.7*	12.1	0.0	3.1	-2.8	4.5
Cc1cc2c(c(=O)o1)C(C13C=CC(CC1)C3)C(C#N)=C(N)O2 (stereo not drawn)	i	-6.0	-6.5	6.6	-30.7	2.8	-2.6	-3.8	-4.7
COc1cc(C2CC(=O)Nc3c2c(=O)nc2c(C)cccn32)cc(OC)c1OC (stereo not drawn)	i	-7.8	-11.4	-5.7	-8.2	4.2	3.0	-6.7	-7.1
COc1cn(-c2ccccc2)nc1C(=O)Nc1ccccc1	i	2.4	-2.5	21.3	-3.1	-0.8	-1.5	-0.8	-13.9
C=CCc1c(C)nc(SCc2nc3ccccc3c(=O)[nH]2)[nH]c1=O	i	-4.9	22.4	7.5	-0.4	1.6	-0.8	1.2	0.4

Gathered by group, the compounds so far containing a cyano group.
SMILES	Neddylation inh	FAS-TE inh	PABP1 MLLE inh	SKN-1 inh	NRP1-CendR mod	Rin1 Abl inh	MT1-MMP act inh	MsrA act	E coli Lon inh
CCc1ccc2nc(Nc3ccc(OC)cc3OC)c(C#N)cc2c1	i	19.0	-20.1	4.3	-20.4	-0.7	-6.0	-4.8	-14.5
Cc1cc2c(c(=O)o1)C(C13C=CC(CC1)C3)C(C#N)=C(N)O2 (stereo not drawn)	i	-6.0	-6.5	6.6	-30.7	2.8	-2.6	-3.8	-4.7

The listing picks up, starting five compounds before the break.
SMILES	Neddylation inh	FAS-TE inh	PABP1 MLLE inh	SKN-1 inh	NRP1-CendR mod	Rin1 Abl inh	MT1-MMP act inh	MsrA act	E coli Lon inh
Cc1ccc(C(=O)Nc2nc(-c3ccc(F)cc3)cs2)o1	i	21.0	-10.5	35.7*	12.1	0.0	3.1	-2.8	4.5
Cc1cc2c(c(=O)o1)C(C13C=CC(CC1)C3)C(C#N)=C(N)O2 (stereo not drawn)	i	-6.0	-6.5	6.6	-30.7	2.8	-2.6	-3.8	-4.7
COc1cc(C2CC(=O)Nc3c2c(=O)nc2c(C)cccn32)cc(OC)c1OC (stereo not drawn)	i	-7.8	-11.4	-5.7	-8.2	4.2	3.0	-6.7	-7.1
COc1cn(-c2ccccc2)nc1C(=O)Nc1ccccc1	i	2.4	-2.5	21.3	-3.1	-0.8	-1.5	-0.8	-13.9
C=CCc1c(C)nc(SCc2nc3ccccc3c(=O)[nH]2)[nH]c1=O	i	-4.9	22.4	7.5	-0.4	1.6	-0.8	1.2	0.4
CNc1nc(Cl)c(SC)c(N2CCOCC2)n1	i	-0.7	19.9	16.1	2.5	2.0	-3.8	-2.5	-4.2
NC(=S)Nc1ncc(CCN2CCOCC2)c(-c2ccc(F)cc2)n1	i	-2.6	-17.1	-5.5	0.7	0.9	-1.2	-8.2	0.5
CC(C)(CN1CCN(C(c2ccccc2)c2ccccc2)CC1)NS(=O)(=O)c1ccccc1	i	20.6	-2.7	9.3	-9.9	0.4	-5.3	-2.1	-0.5
Cn1c(CC(=O)Nc2ccc(F)cc2)c(Sc2ccccc2)c2ccccc21	i	23.6	1.9	-1.7	10.4	1.6	-0.7	-10.2	2.7
COc1ccc(C(=O)N/C(=C\c2cn(S(=O)(=O)N(C)C)c3ccccc23)C(=O)NCCN2CCOCC2)cc1OC	i	-2.3	1.0	9.6	3.7	-1.0	3.3	-1.0	-0.9
BrC(=C\c1ccccc1)/C=N/Nc1nc(N2CCOCC2)nc(N2CCOCC2)n1	i	9.3	2.2	-10.1	21.9	-1.5	-1.4	-13.3	0.5
CCC(C)N(C)Cc1cccc(C2(O)CCN(S(=O)(=O)c3ccc(F)c(C)c3)CC2)c1 (stereo not drawn)	i	-5.1	2.6	-2.4	-11.8	2.4	-1.4	-3.7	-4.0
Cc1ccc(Cl)cc1NC(=S)N(CCCN1CCN(C)CC1)Cc1ccco1	i	-0.5	-34.0	7.4	-7.5	-3.0	10.2	-6.6	5.5
C=CCNC(=O)CC(=O)N/N=C/c1ccc(C(=O)OC)cc1	i	-2.5	6.1	-1.2	-5.5	-3.8	-1.3	-3.2	2.1
CCOC(=O)NC(O)C(=O)c1ccc(F)cc1 (stereo not drawn)	i	-3.7	5.9	0.2	-5.0	-2.6	-1.8	-2.5	-6.3

The order is random; 4% or so of the library scored in one or more.
